# D3 ag – agonists of human D3 dopamine receptor | P35462 | D3R DiscoveRx beta-arrestin cells, luminescence, 90 min | max activation, % | 410,000 compounds, 0.58% hits | AID 652048; in the data active = max activation above about 30%; also: 0% is about no effect; mostly tested at two doses, the higher about 12 µM
# Target sequence (P35462 whole entry, looked up): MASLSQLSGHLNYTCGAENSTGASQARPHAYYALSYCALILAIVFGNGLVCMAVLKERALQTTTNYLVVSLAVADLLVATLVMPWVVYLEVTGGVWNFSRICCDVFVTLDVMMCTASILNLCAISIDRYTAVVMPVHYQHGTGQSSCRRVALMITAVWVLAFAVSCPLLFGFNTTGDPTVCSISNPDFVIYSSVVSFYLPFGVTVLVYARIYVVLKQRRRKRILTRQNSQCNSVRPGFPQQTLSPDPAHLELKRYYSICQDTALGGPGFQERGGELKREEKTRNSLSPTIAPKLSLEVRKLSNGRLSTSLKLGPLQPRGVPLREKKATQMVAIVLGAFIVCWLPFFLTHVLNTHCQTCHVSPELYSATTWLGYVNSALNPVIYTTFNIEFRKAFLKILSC
#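 Cells at 1500/well, incubated overnight, then treated with pinned compounds (dopamine as control) for 90 min at 37 degrees C. DiscoveRx reagent added for 30 - 60 minutes at room temperature; luminescence read.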
# HT1080NT lethal – kills 2HG-producing HT-1080-NT fibrosarcoma cells; HT-1080-NT fibrosarcoma viability, CellTiter-Glo ATP luminescence, 48 h; Potency, µM (series often up to 46.1 µM), for the others: at the top dose activity, negative = less viability, hits mostly cytotoxic; 360,000 compounds, 1.6% hits; AID 686970;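 also: NT is the 2HG producing partner of a matched IDH1 knockdown line; potency is read from the fitted curve at half-maximal effect; 0% = DMSO-treated cells and -100% = media-only wells without cells; nearly all actives have a fitted effect of over 55% in size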
#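 Viability of the 2HG-overproducing fibrosarcoma line after 48 hours of compound exposure at 37 degrees C was determined by luminescence with CellTiter-Glo, and concentration-effect curves were then fitted and categorized.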
# GLP1R ag – agonists of human GLP-1 receptor. HEK293 GLP-1R CRE-luciferase, luminescence, 4-6 h; cells express a hypersensitive GLP-1R form. Potency, µM (highest dose often 45.6 µM), without a hit: top-dose activation, actives largely listed as activators. 380,000 compounds, 0.007% hits. AID 624172; also: potency is read from the fitted curve at half-maximal effect; % of control where 0% means no effect
# Target sequence (P43220 whole entry, looked up): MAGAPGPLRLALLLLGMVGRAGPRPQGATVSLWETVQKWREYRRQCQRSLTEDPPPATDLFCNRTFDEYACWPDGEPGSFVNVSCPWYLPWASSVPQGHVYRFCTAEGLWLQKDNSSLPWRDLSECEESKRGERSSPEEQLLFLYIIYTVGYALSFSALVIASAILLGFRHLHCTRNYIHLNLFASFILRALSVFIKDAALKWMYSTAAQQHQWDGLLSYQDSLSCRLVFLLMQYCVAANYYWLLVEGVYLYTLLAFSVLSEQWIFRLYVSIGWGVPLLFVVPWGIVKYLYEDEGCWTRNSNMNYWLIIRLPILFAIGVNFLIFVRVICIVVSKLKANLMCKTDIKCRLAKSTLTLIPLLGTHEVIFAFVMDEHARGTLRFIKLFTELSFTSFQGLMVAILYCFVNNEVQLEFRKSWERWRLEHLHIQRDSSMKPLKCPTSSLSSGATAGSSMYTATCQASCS
# SW480 rereplic – induces DNA re-replication in SW480 colon adenocarcinoma cells; AID 624297; SW480 DNA re-replication, Hoechst DNA content imaging, 48 h; 340,000 compounds, 1.8% hits; Potency, µM (doses to about 46.1 µM), without a hit: at the top dose re-replication activation, most hits filed as activators; also: potency is read from the fitted curve at half-maximal effect; % of control where 0% means no effect; nearly all actives have a fitted effect of over 55% in size
#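 Image-based DNA-content assay: after two days of treatment, nuclei were labelled with the DNA dye Hoechst and imaged, and hits were compounds raising the count of nuclei showing high fluorescence intensity.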
# D3 antag – antagonists of human D3 dopamine receptor; D3R cells, DiscoveRx beta-arrestin luminescence, antagonist mode; hits give low values; 360,000 compounds, 2.5% hits; max response, negative = inhibition, %; in the data active = max response below about -50%; inconclusive = no clear call, values can overlap the other calls; also: % is scaled to controls: 0 for no effect and ±100 for the full control effect; mostly tested at two doses, the higher about 12 µM
#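 Cells plated overnight at 1500 cells/well, then exposed to library compounds with dopamine controls for 90 minutes at 37 degrees C. DiscoveRx reagent added for 30–60 minutes at room temperature; luminescence read, quantitative HTS format.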
# KB-3-1 tox – KB-3-1 parental cell cytotoxicity | KB-3-1 viability, CellTiter-Glo ATP luminescence, 72 h | Potency, µM (doses to about 46.1 µM), without a hit: at the highest dose activity change, negative = cytotoxic, actives largely listed as cytotoxic | AID 1347075 | 400,000 compounds, 1.4% hits; also: potency is read from the fitted curve at half-maximal effect; % is scaled to controls: 0 for no effect and ±100 for the full control effect; nearly all actives have a fitted effect of over 60% in size
#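 Multi-concentration cytotoxicity screen in KB-3-1 cells grown in DMEM lacking phenol red with 10% FBS. After 72 h at 37 °C with compound, ATP-dependent luminescence was recorded.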
# KB-V1 MDR tox – KB-V1 MDR subline cytotoxicity; KB-V1 MDR cells viability, CellTiter-Glo, 72 h; Potency, µM (doses to about 46.1 µM), for the others: at the highest dose activity change, negative = cytotoxicity, most hits filed as cytotoxic; 400,000 compounds, 3.4% hits; AID 1347076; also: potency is read from the fitted curve at half-maximal effect; % is scaled to controls: 0 for no effect and ±100 for the full control effect; nearly all actives have a fitted effect of over 60% in size
#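 Following 72 h at 37 degrees C with compound, KB-V1 cell viability was read by CellTiter-Glo luminescence, medium being phenol-red-free DMEM plus 10% FBS; concentration-response parameters came from normalized, curve-fitted qHTS data.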
# HT1080 IDH1KD tx – kills HT-1080 cells with IDH1 knockdown; HT-1080 IDH1 knockdown viability, ATP luminescence, 48 h; Potency, µM (doses to about 46.1 µM), for the others: at the highest dose activity, negative = toxicity, actives largely listed as cytotoxic; 360,000 compounds, 2% hits;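 also: potency is read from the fitted curve at half-maximal effect; 0% = DMSO wells and -100% = cell-free medium wells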
#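 Cytotoxicity counter-line: IDH1KD HT-1080, 48 h, CellTiter-Glo. Curves classed by r2, magnitude and activity.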
# IL-1B inflam inh – inhibitors of inflammasome signaling (IL-1 beta secretion). THP-1 LPS/ATP IL-1B secretion, AlphaLISA, 16 h; hits give low values. activity change, % at 57.5 µM. 360,000 compounds, 4.7% hits. AID 743279; in the data active = activity change below about -50%; inconclusive = mostly about -30% to -49%; also: % is scaled to controls: 0 for no effect and ±100 for the full control effect
#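 THP-1 cells pretreated 1 hr with compounds (up to 57.5 uM final), then stimulated with LPS (250 ng/mL final) plus ATP (1.25 mM final); secreted IL-1B measured by AlphaLISA after 16 hr, decreased signal indicating inhibition.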
# An asterisk follows results filed as active; ? = inconclusive; nt = no result given; & = joins results of further samples; [ ] = dose if it differs, or a comment. Unless noted, calls follow the shape of the dose curve; as a rule, active = well fitted curve in the direction sought with a large enough effect; inconclusive = small, poorly fitted or top-dose-only effect, or another doubt; inactive = no such curve, though single readings can be large; an effect the other way counts as inactive or inconclusive.
SMILES,D3 ag,HT1080NT lethal,GLP1R ag,SW480 rereplic,D3 antag,KB-3-1 tox,KB-V1 MDR tox,HT1080 IDH1KD tx,IL-1B inflam inh
CCc1ccccc1N1CC(C(=O)O)CC1=O (stereo not drawn),-9,15%,11%,-5%,35,-7%,-2%,21%,0
CC(=O)Oc1ccc(Cn2c(C)c(C(=O)NCCC#N)sc2=O)cc1,5,6%,2%,nt,2,2%,-4%,26%,42
CC(Sc1nnc(-c2cccnc2)n1N)C(=O)NCCC1=CCCCC1 (stereo not drawn),5,1%,-17%,-4%,-3,8%,21%,5%,7
O=c1[nH]c(=O)n(C2OC(CO)C(O)C2O)cc1N1CCOCC1 (stereo not drawn),3,0%,-1%,0%,-11,-13%,18%,13%,-7
Cc1cccn2c(=O)c3cc(C#N)c(=O)n(-c4c(C)n(C)n(-c5ccccc5)c4=O)c3nc12,-6,1%,0%,3%,0,0%,-1%,-2%,0
N#CC1=C(c2ccccc2)/C(=C/c2ccccc2)OC1=O,-11,10%,-9%,?,-59*,?,?,1%,-104*
S=c1[nH]nc(COc2ccccc2)n1/N=C/c1cccc(Br)c1,3,-4%,16%,15%,0,-2%,19%,0%,34
C=CCNc1nc(-c2ccc([N+](=O)[O-])cc2)cs1,1,-12%,10%,-525%[inhibitor],12,?,-22%,-21%,-6
O=c1cc(-c2ccccc2)oc2cc(O)cc(O)c12,-1,-4%,7%,1%,-2,-18%,?,-2%,0
Cc1c(Cl)cccc1NC(=O)CCN1CCN(CCO)CC1,-3,13%,-6%,-1%,-3,8%,0%,3%,-9
CC(Sc1nnc(-c2cccnc2)n1N)C(=O)Nc1ccc2c(c1)OCCO2 (stereo not drawn),-2,-2%,4%,20%,-2,-7%,-19%,-3%,10
CC(CNC(=O)CCS(=O)(=O)c1ccc2c(c1)oc(=O)n2C)c1ccccc1 (stereo not drawn),1&0,9%,0%,11%,10,25%&-2%,4%&4%,15%,20
Cc1ccc(NCC(=O)NNC2=NCCC2)c(C)c1,-5,7%,2%,-11%,-8,14%,0%,-8%,29
Cc1ccc(NCc2nc3ccccc3n2C)cc1,-5,0%,-15%,3%,-27,-9%,-18%,-4%,14
O=[N+]([O-])c1cc(S(=O)(=O)NC2=NCCCCC2)ccc1Cl,1,0%,2%,-1%,-4,-1%,7%,2%,-27

# Brought forward from above: three entries, then new ones.
SMILES,D3 ag,HT1080NT lethal,GLP1R ag,SW480 rereplic,D3 antag,KB-3-1 tox,KB-V1 MDR tox,HT1080 IDH1KD tx,IL-1B inflam inh
Cc1ccc(NCC(=O)NNC2=NCCC2)c(C)c1,-5,7%,2%,-11%,-8,14%,0%,-8%,29
Cc1ccc(NCc2nc3ccccc3n2C)cc1,-5,0%,-15%,3%,-27,-9%,-18%,-4%,14
O=[N+]([O-])c1cc(S(=O)(=O)NC2=NCCCCC2)ccc1Cl,1,0%,2%,-1%,-4,-1%,7%,2%,-27
O=C(NCc1cccs1)C(=O)NCC1OCCCN1S(=O)(=O)c1ccccc1 (stereo not drawn),-7,3%,0%,14%,-1,0%,?,5%,1
CCOc1ccc(Br)cc1CN(CC)CC,-7,7%,-5%,-9%,9,-15%,?,5%,9
O=C(NCC1CCCO1)c1ccc(NC(=O)c2ccc([N+](=O)[O-])cc2)cc1 (stereo not drawn),6,-1%,2%,2%,10,6%,-1%,-2%,12
COc1cc(-c2nc(=S)[nH][nH]2)cc(OC)c1OC,-4,11%,1%,10%,-17,-6%,-1%,14%,32
COC(=O)c1[nH]c2ccc(Cl)cc2c1NC(=O)CCN1CCOCC1,6,-2%,-11%,-6%,0,-4%,-16%,-5%,0
CN1CCC(N2CCN(C3CN(Cc4cn(Cc5ccc(F)cc5)nn4)S(=O)(=O)C3)CC2)CC1 (stereo not drawn),3,14%,3%,nt,-3,1%,-1%,5%,3
CC(=O)NC1=NN(C(C)=O)C(C)(CS(=O)(=O)c2ccc3ccccc3c2)S1 (stereo not drawn),2,16%,18%,-5%,-17,28%,-13%,-1%,-10
COc1cc(CNc2nnnn2C)cc(OC)c1OC,-5,4%,-1%,-1%,-9,2%,13%,2%,3
O=C(Cc1ccc(Cl)cc1)NC1CC1,12,2%,8%,-8%,3,5%,0%,8%,-2
O=C(CSc1ncc(-c2ccccc2)n1-c1ccccc1)NCc1ccco1,8,7%,16%,-6%,1,-4%,-13%,-24%,-2
CCC(CC)C(=O)Nc1ccc([N+](=O)[O-])cn1,1,7%,7%,-13%,1,-21%,?,9%,7
Cc1ccn2cc(CNC(=O)c3cccs3)nc2c1,-2,0%,-3%,-3%,21,-3%,4%,0%,-8
COc1ccc(/C=C/c2nnc(NC(=O)CSc3ccc(Cl)cc3)s2)cc1,-1,0%,0%,?,-17,1%,-6%,-11%,7
COC(=O)c1sccc1NC(=O)CC1C(=O)NCCN1C(=O)Nc1ccc(C(F)(F)F)cc1 (stereo not drawn),7,-6%,8%,?,130,2%,-4%,-2%,-17
CCN1C=CC(=C2C(=O)c3ccccc3C2=O)C=C1,-10,10µM*,-16%,-6%,-7,15µM*,8.2µM*,11µM*,?
OC(c1ccc(-c2ccccc2)cc1)c1ncc(-c2ccc(F)cc2)[nH]1 (stereo not drawn),-8,?,-6%,nt,-7,-3%,-5%,?,27
O=C(NCc1cccc(C(F)(F)F)c1)c1[nH]c(C(F)(F)F)nc1-c1ccccc1,-10,?,-3%,nt,-63*,-8%,?,?,34
CC(=O)Nc1ccc(NC(=O)CSC2=NS(=O)(=O)c3cc(Cl)ccc3N2)cc1,-7,-6%,-16%,-2%,-11,1%,9%,-2%,-10
COc1c(Cl)cc(-c2noc(C)c2C(=O)NCc2ccccc2)cc1Cl,6,-5%,24%,3%,37,6%,-10%,6%,14
Cc1ccc(NC(=O)CN2C(=O)N/C(=C/c3ccc4c(c3)OCCO4)C2=O)cc1,-3,7%,8%,-33%,-26,10%,7%,10%,19
Cc1cc(C)nc(NS(=O)(=O)c2ccc(NC(=O)c3nn(-c4ccccc4)ccc3=O)cc2)n1,-4,-5%,-2%,-19%,3,3%,-6%,4%,16
O=C(N/N=C\C=C\c1ccco1)C1COc2ccccc2O1 (stereo not drawn),2,?,12%,?,2,6%,?,?,-18
COc1ccc(-c2nc(N3CCCCCC3)sc2C(=O)c2ccccc2)cc1,-14,-23%,5%,6%,?,-8%,0%,-21%,-6
O=C(CCc1nnc(C2CCCCC2)o1)N1CCC(Oc2cccnc2)CC1,-6,-4%,8%,6%,17,-2%,4%,-11%,-1
O=C(O)C(Cc1ccccc1)N1CCS(=O)(=O)CC1 (stereo not drawn),-2,8%,-1%,-2%,-16,8%,-5%,6%,-4
CC(=O)NC(c1ccccc1)c1nc(-c2ccc(F)c(Cl)c2)cs1 (stereo not drawn),9,-8%,29%,nt,-1,0%,4%,-4%,-14
S=c1[nH]nc(-c2ccccn2)n1/N=C/c1ccc(-c2ccccc2Br)o1,0,5%,-2%,-15%,-28,?,12%,?,0
CCN(Cc1nc2ccccc2c(=O)[nH]1)Cc1nc2cc(OC)c(OC)cc2c(=O)[nH]1,5,-2%,4%,7%,60,0%,10%,2%,-21
Cc1ccc(Cl)cc1NC(=O)c1cc(NC(=O)CCCC(=O)O)ccc1N1CCCCC1,19,7%,0%,2%,13,nt,nt,6%,10
Cc1cc(C)nc(SCC(=O)NC2CCCC2)n1,1,1%,1%,-4%,6,4%,1%,3%,38
Cc1cc(C(F)(F)Cl)n2ncc(-c3ccccn3)c2n1,6,8%,16%,?,-5,2%,-4%,4%,10
CCN(CC)S(=O)(=O)c1ccc(C)c(NC(=S)N2CCN(c3ccccn3)CC2)c1,-7,-4%,1%,-5%,-2,-1%,-21%,0%,-73*
O=C(NCCCN1CCOCC1)C1CC(=O)N(C2CCCCC2)C1 (stereo not drawn),3,19%,8%,2%,-2,6%,15%,8%,16
CCOC(=O)C1CCN(C2CCN(C(=O)c3oc4c(C)c(C)ccc4c3C)CC2)CC1,6,?,-6%,1%,5,-10%,7%,-16%,?
O=[N+]([O-])c1ccccc1S(=O)(=O)N1CCN(C2CCN(Cc3ccccc3)CC2)CC1,-38,1%,3%,-10%,-76*,nt,nt,-15%,-7
Cc1cc(C)nc(Nc2ccccc2F)n1,-8,14%,-1%,23µM*,0,2%,4%,15%,-5
CCC(=O)NCCCOc1ccccc1,4,-4%,-4%,-1%,-13,-5%,-2%,-1%,10
CC(C)CC1NC(=O)N(CC(=O)NC2CCCc3ccccc32)C1=O (stereo not drawn),14,20%,-1%,-3%,-22,10%,-25%,25%,-4
CC(=O)c1ccc(OCc2cn(CC(=O)c3ccc(O)cc3)nn2)cc1,-9,-6%,6%,-3%,-13,21%,0%,-3%,18
Cc1ccc(S(=O)(=O)c2cn(CC(=O)Nc3ccc(F)cc3)c3cc4c(cc3c2=O)OCO4)cc1,0,nt,0%,nt,nt,3%,-21%,nt,nt
CCCCC(=O)NNC(=S)NC(=O)C(c1ccccc1)c1ccccc1,-5,?,-1%,16%,-24,?,-9%,?,92
NNC(=O)CNC(c1ccccc1)c1cc(Br)ccc1N (stereo not drawn),-1,-29%,10%,-6%,-16,-2%,6%,?,-72*
CCOc1ccc(S(=O)(=O)NC(=O)c2ccccc2)cc1,-7,-4%,-1%,-5%,-18,-11%,-24%,3%,-3
CCOC(=O)[C@]12CCCC=C1N(Cc1cccc3ccccc13)C(=O)[C@H](CC(=O)N1CCC(c3ccccc3)CC1)C2,1,2%,-2%,nt,8,-23%,-12%,-3%,-19

# Screens from PubChem.
